Compound activity from PubChem BioAssay.
Gli-Sufu antag – antagonists of Gli-Sufu signaling; 0.74% of 340,000 active; inhibition, % at 5 µM; Sufu-KO-LIGHT fibroblasts, Gli luciferase reporter luminescence;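 active = inhibition above about 55%, limit read from the data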;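 also: 0% = DMSO-treated cells and 100% = wells with medium but no cells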
Jurkat NFkB inh – inhibitors of the PMA/ionomycin-induced NF-kB reporter in Jurkat cells. PMA/ionomycin-induced NF-kB luciferase reporter, luminescence. 0.53% of 330,000 active. inhibition, % at 4 µM; in the data active = inhibition above about 50%
CCR6 antag – CCR6 (human) receptor antagonism; P51684; CHO-K1 CCR6 PathHunter beta-arrestin, luminescence, CCL20-stimulated; inhibition, % at 20 µM; 0.49% of 340,000 active;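 active = compounds whose inhibition of the agonist-driven luminescence signal at 20 µM reaches about 50%, limit read from the data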;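 also: cells stimulated with CCL20 at 14 nM final; plate controls were DMSO with CCL20 for no effect and DMSO without agonist for full effect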
Target sequence (P51684 whole entry, looked up): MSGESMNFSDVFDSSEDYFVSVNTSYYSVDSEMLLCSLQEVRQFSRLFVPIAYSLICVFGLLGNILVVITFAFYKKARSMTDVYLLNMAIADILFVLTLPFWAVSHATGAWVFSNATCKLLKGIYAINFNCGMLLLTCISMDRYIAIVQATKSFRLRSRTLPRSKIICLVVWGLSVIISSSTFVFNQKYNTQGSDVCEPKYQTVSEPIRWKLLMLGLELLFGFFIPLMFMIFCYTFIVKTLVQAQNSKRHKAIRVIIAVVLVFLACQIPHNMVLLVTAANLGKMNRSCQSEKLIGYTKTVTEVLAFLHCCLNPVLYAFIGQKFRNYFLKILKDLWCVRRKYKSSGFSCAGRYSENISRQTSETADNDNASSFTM
697 NFkB inh – inhibitors of the PMA/ionomycin-induced NF-kB reporter in 697 B cells; 0.33% of 330,000 active; 697 B-cell NF-kB luciferase reporter, 16 h; inhibition, % at 4 µM; in the data active = inhibition above about 35%
EBI2 block – blocks human EBI2 receptor beta-arrestin signaling; AID 651636; inhibition, % at 5 µM; EBI2 beta-arrestin recruitment, luminescence, 7a,25-OHC stimulated; 0.81% of 360,000 active; P32249; in the data active = inhibition above about 38%;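 also: enzyme fragment complementation signal reports receptor beta-arrestin coupling in cells; 0% = agonist plus DMSO wells and 100% = wells without agonist; some results beyond the cut were filed as inactive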
Target sequence (P32249 whole entry, looked up, the tested form may be a part): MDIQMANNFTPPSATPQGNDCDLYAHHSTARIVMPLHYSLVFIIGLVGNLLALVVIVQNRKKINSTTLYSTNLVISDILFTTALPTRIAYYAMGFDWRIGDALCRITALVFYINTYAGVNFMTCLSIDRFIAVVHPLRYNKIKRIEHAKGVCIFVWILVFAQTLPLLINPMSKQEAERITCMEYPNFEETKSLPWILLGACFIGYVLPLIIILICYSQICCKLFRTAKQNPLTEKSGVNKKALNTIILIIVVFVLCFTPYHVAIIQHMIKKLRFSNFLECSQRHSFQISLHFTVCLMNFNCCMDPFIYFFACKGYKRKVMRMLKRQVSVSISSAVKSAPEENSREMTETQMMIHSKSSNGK
CXCR6 block – CXCR6 (human) receptor inhibition. O00574. CHO-K1 PathHunter CXCR6 beta-arrestin, luminescence. inhibition, % at 20 µM. 0.36% of 360,000 active; in the data active = inhibition above about 34%, passing the limit was not always enough;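 also: antagonist mode with CXCL16 agonist at 10 nM final; 0% = 10 nM CXCL16 with DMSO and 100% = unstimulated wells without agonist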
Target sequence (O00574 whole entry, looked up): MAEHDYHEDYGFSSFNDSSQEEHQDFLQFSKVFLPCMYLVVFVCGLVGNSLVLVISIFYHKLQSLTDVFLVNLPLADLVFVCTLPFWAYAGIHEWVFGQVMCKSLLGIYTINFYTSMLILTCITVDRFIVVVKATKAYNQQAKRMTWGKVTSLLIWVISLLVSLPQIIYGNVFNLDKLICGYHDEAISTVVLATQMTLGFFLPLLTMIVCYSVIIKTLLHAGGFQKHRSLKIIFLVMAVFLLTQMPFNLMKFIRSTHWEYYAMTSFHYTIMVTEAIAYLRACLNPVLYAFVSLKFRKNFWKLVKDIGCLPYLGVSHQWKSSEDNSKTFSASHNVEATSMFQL
CHOP UPR activ – activators of apoptotic arm of unfolded protein response (CHOP) | AID 449763 | activation, % at 10 µM | 0.34% of 330,000 active | CHO-CHOP luciferase reporter, UPR activation, luminescence; percent of tunicamycin response over DMSO baseline;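 active = at 10 µM dose, activation of 40% or more, normalized to positive control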;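 also: 100% = tunicamycin at 10 µg/mL and 0% = DMSO alone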
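System: CHO CHOP reporter cells. Amount: 500 cells per well. Buffer or medium: F12 medium, 10% FBS. Compound dosing: one dose, 10 µM in 0.5% DMSO. Incubation: 6 h compound exposure at 37 °C after overnight seeding. Technique: Steady-Glo luciferase luminescence. Benchmarks: tunicamycin and DMSO controls.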
XBP1 UPR activ – adaptive UPR (XBP1) activation. activation, % at 20 µM. CHO-XBP1 luciferase reporter, IRE1-XBP1 UPR activation, luminescence; percent of tunicamycin response, DMSO as zero. 0.33% of 330,000 active;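 active = versus positive control, 20 µM dose yields 30% or more activation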;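 also: 100% = tunicamycin at 10 µg/mL and 0% = DMSO only wells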
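Material – CHO cell line with stable XBP1 luciferase reporter · Buffer or medium – F12 plus 10% FBS · Compound – single point, 20 µM final compound, 1% DMSO · Schedule – 16-18 h cell attachment at 37 °C, then 6 h compound exposure · Signal – Steady-Glo luminescence read · Benchmarks – high control tunicamycin 10 µg/mL final, low control DMSO vehicle only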
Mdm2 MdmX PPI – inhibitors of human Mdm2/MdmX interaction; SaOS-2 split-luciferase Mdm2/MdmX complementation, luminescence; inhibition, % at 8 µM; 3% of 330,000 active;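 active = inhibition of at least 50% at 8 µM in the primary screen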
The depositor's hits bear a star. Outcome played no part in choosing rows (roughly 5% active in at least one column).

SMILES | Gli-Sufu antag | Jurkat NFkB inh | CCR6 antag | 697 NFkB inh | EBI2 block | CXCR6 block | CHOP UPR activ | XBP1 UPR activ | Mdm2 MdmX PPI
COc1ccc(NC(=O)C2CCN(S(=O)(=O)c3ccc4c(c3)CC(C)N4C(C)=O)CC2)cc1OC (stereo unspecified) | 30 | -9 | 9 | 2 | 8 | -6 | -1.3 | -5 | -3
O=C(NCc1cccs1)C1CCCN(S(=O)(=O)c2cccs2)C1 (stereo unspecified) | -2 | -4 | -12 | -4 | 2 | 1 | 1.2 | -4 | 18
Cc1[nH]c2c(C(=O)N3CCCC(CCC(=O)NCc4ccccc4F)C3)cccc2c1C (stereo unspecified) | -6 | -6 | -18 | -10 | 3 | 0 | 1.4 | -3 | 39
CCOc1cc(C(=O)Nc2ccc(S(=O)(=O)Nc3onc(C)c3C)cc2)cc(OCC)c1OCC | 4 | 6 | 5 | -15 | 4 | -5 | -1.6 | 0 | -16
O=C(c1cccnc1)N1CCCC(Nc2ccc(F)cc2)C1 (stereo unspecified) | -3 | 9 | -2 | 18 | -9 | -8 | 2.3 | -2 | 9
CCOC(=O)c1sc(NC(=O)c2ccc(Br)o2)cc1C | -1 | -177 | 4 | -105 | -1 | 2 | 1.6 | 2 | -169
CC(=O)Nc1ccc(Sc2ccccc2C(=O)N2CCCC2)cn1 | -4 | 9 | 5 | -7 | 11 | 1 | -1.2 | -2 | -18
O=C1CC(C(=O)Nc2ccccc2)N=C(N2CCCCC2)N1 (stereo unspecified) | -1 | 12 | -4 | 26 | -3 | -1 | 0.4 | 0 | 0
NC(=O)c1cc(S(=O)(=O)NCc2cccs2)cs1 | -5 | -8 | 0 | -8 | -8 | 7 | -2.2 | -3 | 8
CC1(C)CC2(CC(C)(C)NC(=O)N2)NC(=O)N1 | -6 | -8 | -9 | -7 | -13 | 0 | -2.0 | 2 | 11
O=C(COc1ccc(Cl)cc1)Nc1nnc(-c2ccco2)o1 | 8 | 4 | 1 | 28 | 0 | -3 | 2.4 | 0 | -18
O=C(NCCNC(=O)c1cccnc1)c1ccc(Br)cc1 | -3 | 10 | 6 | 24 | -6 | 4 | 0.1 | -1 | 1
COc1ccc(OC)c(C(O)CNC(=O)CN)c1 (stereo unspecified) | -4 | 7 | -6 | 21 | -1 | -1 | -0.1 | -9 | 4
Nc1ccn(CC(=O)NCCc2ccccn2)c(=O)n1 | -13 | -13 | 2 | 2 | -12 | -10 | -1.5 | 2 | 7
COc1ccccc1N(CC(O)COc1ccc(C)cc1)S(=O)(=O)c1ccccc1 (stereo unspecified) | 7 | 9 | 17 | 11 | 22 | 5 | -1.8 | -2 | 20
O=C(NCCCN1CCOCC1)c1ccc(Cl)c(S(=O)(=O)N2CCCCCC2)c1 | -2 | -5 | 4 | -11 | 5 | 12 | -0.7 | -1 | 6
COc1ccccc1CN(C)C(=O)c1cnc(C)cn1 | 7 | 14 | 2 | 2 | 3 | 0 | 1.4 | -4 | 10
CC(C)(C)C(=O)OCc1nc(-c2ccc(F)cc2)cs1 | -7 | -20 | -7 | -32 | -7 | -14 | 4.1 | 2 | -24
Cc1cc(SCc2ccccc2Cl)nc(=O)[nH]1 | -12 | 6 | 0 | 9 | 3 | -1 | -2.5 | -2 | 10
COc1ccc(N2CCN(C(=O)C(CCSC)N=C3NS(=O)(=O)c4ccccc43)CC2)cc1 (stereo unspecified) | 0 | 5 | 7 | 17 | 5 | 1 | -1.0 | 1 | -51
O=C(N/N=C/c1ccncc1)c1cc([N+](=O)[O-])cc([N+](=O)[O-])c1 | -2 | -9 | -16 | -20 | -4 | -17 | 5.0 | 1 | 7
CCOC(=O)c1ccc(S(=O)(=O)N2CCC(C(=O)OCC)CC2)cc1 | -5 | 15 | 1 | 8 | -9 | -4 | -0.1 | -5 | 7
CCCc1cc(=O)oc2cc(C)cc(OCC(=O)Nc3ccc(S(N)(=O)=O)cc3)c12 | -11 | 11 | 17 | 9 | 1 | 6 | 0.1 | -3 | -3
O=C1C2CCCCN2C(=O)N1CCCN1CCN(c2ccc(F)cc2)CC1 (stereo unspecified) | -8 | 1 | 6 | 5 | -6 | -5 | 0.9 | -4 | -14

Sorted by number of heavy atoms (descending): some entries from above
SMILES | Gli-Sufu antag | Jurkat NFkB inh | CCR6 antag | 697 NFkB inh | EBI2 block | CXCR6 block | CHOP UPR activ | XBP1 UPR activ | Mdm2 MdmX PPI
COc1ccccc1N(CC(O)COc1ccc(C)cc1)S(=O)(=O)c1ccccc1 (stereo unspecified) | 7 | 9 | 17 | 11 | 22 | 5 | -1.8 | -2 | 20
CCOC(=O)c1ccc(S(=O)(=O)N2CCC(C(=O)OCC)CC2)cc1 | -5 | 15 | 1 | 8 | -9 | -4 | -0.1 | -5 | 7
Nc1ccn(CC(=O)NCCc2ccccn2)c(=O)n1 | -13 | -13 | 2 | 2 | -12 | -10 | -1.5 | 2 | 7

Continued:
SMILES | Gli-Sufu antag | Jurkat NFkB inh | CCR6 antag | 697 NFkB inh | EBI2 block | CXCR6 block | CHOP UPR activ | XBP1 UPR activ | Mdm2 MdmX PPI
C=CCn1c2ccccc2c2nn(C)c(=S)nc21 | 5 | -16 | 10 | 11 | 4 | 2 | -1.0 | 7 | 25
Cc1onc(-c2ccccc2Cl)c1C(=O)NNC(=O)c1ccc(F)cc1 | 20 | 5 | 1 | 8 | 5 | -4 | 1.5 | -4 | 4
C=CCN1C=C2C(=O)C(C)(OC(=O)c3ccc(OC)cc3)C(=O)C(c3ccco3)=C2C=C1CCCC (stereo unspecified) | -5 | -18 | 5 | 11 | -6 | 4 | -0.8 | 2 | -19
CNC(=O)c1cc(S(=O)(=O)Nc2ccc3c(c2)OCCO3)ccc1C | -14 | 8 | 9 | -16 | -9 | -14 | 1.3 | -5 | 5
O=C(OCc1cn(Cc2ccccc2)nn1)c1ccccc1 | 3 | 5 | 2 | 13 | -9 | 5 | -1.8 | 1 | 27
Cc1c(Cl)c([N+](=O)[O-])nn1CC(=O)NC1CCCCC1 | 5 | -6 | -4 | 13 | -2 | -2 | -1.4 | 3 | 5
O=C(NC(=S)NCCC1=CCCCC1)c1cccnc1 | -6 | -3 | 13 | -23 | -2 | -11 | 1.9 | 1 | 8
O=C1C(CCCNC(=S)NCc2ccccc2)NC(=S)N1Cc1ccccc1 (stereo unspecified) | -6 | 3 | 27 | -16 | -2 | 10 | -1.7 | -2 | 29
Oc1ccccc1N1CCN(c2ncnc3scc(-c4ccc(F)cc4)c23)CC1 | 2 | 13 | 16 | -2 | 5 | 4 | 0.0 | -4 | 39
Cc1cc(N2CCCC2)nc(-c2ccccc2O)n1 | 4 | -19 | 20 | -8 | -6 | 4 | 2.4 | -1 | -1
CC(=O)Oc1cccc(C(=O)Nc2ccc3c(c2)C(=O)N(CC2CCCO2)C3=O)c1 (stereo unspecified) | -11 | 3 | 10 | -26 | -12 | 0 | 3.6 | 7 | -4
Cc1ccccc1C(=O)N1CCC(C(=O)Nc2sccc2C(N)=O)CC1 | 2 | 15 | -6 | -12 | -15 | 5 | 1.7 | -1 | 2
COC(=O)CCN(C1CCCCC1)S(=O)(=O)c1ccc(S(=O)(=O)N2CCCCC2)cc1 | -14 | -4 | 1 | 9 | 5 | 1 | -1.1 | -5 | 7
COc1ccc(CNC(=O)c2ccc(Cl)c(NC3=NC4CS(=O)(=O)CC4S3)c2)cc1 (stereo unspecified) | -23 | -7 | -7 | -8 | -11 | 5 | 0.9 | 4 | 8
Cc1ccc(C(=O)Nc2ccc(Cl)cn2)cc1 | -118 | -28 | 6 | -179 | 9 | -9 | -2.6 | -2 | -49
CCc1ccc(NC(=O)Nc2c(C)n(C)n(-c3ccccc3)c2=O)cc1 | 0 | 0 | 11 | 3 | 4 | 2 | -0.7 | -1 | -1
CCOc1ccc(NC(=S)N2CCC(NC(=O)C3CCCCC3)CC2)cc1 | -11 | -14 | 3 | 1 | 13 | 5 | 1.7 | -2 | 7
CCOC(=O)CN1CC23C=CC(O2)C(C(=O)NCc2ccc(C)cc2)C3C1=O (stereo unspecified) | -1 | -4 | 2 | 17 | 4 | -5 | -0.7 | 2 | 1
Clc1cccc(Cl)c1CNC1CCCC1 | 1 | 4 | 0 | 2 | -1 | 4 | -0.8 | -4 | -10
COc1ccc(/C(C)=N\NS(C)(=O)=O)c(OC)c1 | -7 | 4 | 14 | -10 | 3 | 2 | 0.0 | -3 | 20
Cc1cccc(-c2oc(C)c(C)[n+]2[O-])c1 | 4 | 12 | -1 | 2 | -1 | 8 | 0.0 | -2 | 23
CSc1nc(N2CCN(c3ccccc3)CC2)cc(N2CCN(c3ccccc3)CC2)n1 | -8 | 23 | 23 | 0 | 11 | 3 | 2.0 | 0 | -5
O=C(Nc1cccc2cccnc12)c1cccc2ccccc12 | -1 | -5 | 12 | 17 | 6 | 2 | 2.8 | 3 | 17
CC(C)[C@H](NC(=O)N1CCn2c1nc1ccccc12)C(=O)NC1CC1 | 8 | 3 | 10 | -5 | 8 | 6 | -1.1 | -3 | 29

Brought forward from above: 6 entries; new compounds follow.
SMILES | Gli-Sufu antag | Jurkat NFkB inh | CCR6 antag | 697 NFkB inh | EBI2 block | CXCR6 block | CHOP UPR activ | XBP1 UPR activ | Mdm2 MdmX PPI
Clc1cccc(Cl)c1CNC1CCCC1 | 1 | 4 | 0 | 2 | -1 | 4 | -0.8 | -4 | -10
COc1ccc(/C(C)=N\NS(C)(=O)=O)c(OC)c1 | -7 | 4 | 14 | -10 | 3 | 2 | 0.0 | -3 | 20
Cc1cccc(-c2oc(C)c(C)[n+]2[O-])c1 | 4 | 12 | -1 | 2 | -1 | 8 | 0.0 | -2 | 23
CSc1nc(N2CCN(c3ccccc3)CC2)cc(N2CCN(c3ccccc3)CC2)n1 | -8 | 23 | 23 | 0 | 11 | 3 | 2.0 | 0 | -5
O=C(Nc1cccc2cccnc12)c1cccc2ccccc12 | -1 | -5 | 12 | 17 | 6 | 2 | 2.8 | 3 | 17
CC(C)[C@H](NC(=O)N1CCn2c1nc1ccccc12)C(=O)NC1CC1 | 8 | 3 | 10 | -5 | 8 | 6 | -1.1 | -3 | 29
COc1ccc(/C=N/OCC(=O)NCC(C)C)c(OC)c1 | -9 | 3 | -4 | -4 | 6 | 4 | -2.4 | -4 | 4
COc1ccc(NC2SC(=O)N(C)C2=O)cc1 (stereo unspecified) | -1 | -6 | 5 | -2 | 4 | -1 | 2.1 | 0 | 10
CCCN(CC1CC1)C(=O)COC(=O)c1[nH]c(C)c(C(=O)OCC)c1C | 2 | -9 | 0 | 8 | -10 | 3 | 0.7 | -2 | -22
COc1ccc(N=Cc2cc(Cl)ccc2O)cc1Cl | 0 | -6 | -11 | -5 | 0 | 0 | 0.7 | 4 | -7
CC1(C(=O)NCC2CC2)C=CC2(CCCCC2)N1C(=O)c1ccccc1 (stereo unspecified) | 10 | -24 | 2 | -32 | -7 | -2 | 3.0 | 1 | 8
Cc1ccc2nc(SCC(=O)Nc3cccc(S(N)(=O)=O)c3)[nH]c2c1 | 2 | -4 | -2 | 10 | -19 | 1 | -2.2 | -2 | 6
O=C(NCc1cccs1)C1CCC(CNS(=O)(=O)c2ccc(Br)s2)CC1 (stereo unspecified) | 5 | 5 | 20 | 5 | 17 | -5 | -2.3 | -4 | 6
CCOC(=O)c1ccc(S(=O)(=O)N2CCN(C3CCCC3)CC2)cc1 | 16 | 13 | 12 | 10 | -9 | -1 | 0.5 | -3 | -4
CC(C)(C)NCc1cc(Cl)ccc1OCc1ccccc1F | 18 | -5 | 6 | -12 | 0 | 2 | -0.2 | -3 | 30
